PRMT1 inh = PRMT1 methyltransferase inhibitors, primary screen, biochemical, fluorescence polarization; Protein arginine N-methyltransferase 1 (Homo sapiens), Q99873; recombinant PRMT1, activity-based probe fluorescence polarization; inhibition, % at 2.79 µM; hit rate 1.3% among 370,000; AID 652257, 2013;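 active = inhibition above about 21% made by adding two undisclosed values, limit read from the data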
TCR CD3 inh = inhibitors of human TCR-CD3 interaction, primary screen, biochemical, fluorescence, TAMRA-labeled TCR probe | T-cell receptor (TCR) | inhibition, % at 9.4 µM | hit rate 0.37% among 360,000; in the data active = inhibition above about 19%;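 also: recombinant mutant TCR 2C K166C tagged with TAMRA read by polarization; 0% = receptor in buffer alone and 100% = receptor with positive control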
TDP2 inh = human TDP2 enzyme inhibitors, primary screen, biochemical, epi absorbance, recombinant enzyme. T5PNP hydrolysis, p-nitrophenol absorbance 415 nm. inhibition, % at 12.8 µM. hit rate 0.34% among 370,000;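 active = inhibition above the mean of all tested compounds plus 3 SD, set per campaign, cut at about 25% in these data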;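 also: 0% = DMSO with enzyme and 100% = buffer with substrate but no TDP2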
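Material: recombinant human TDP2; quantity: TDP2 enzyme at 120 nM final; medium: Tris-HCl pH 7.5 with MgCl2; compound: single concentration, 12.8 µM nominal, with 1% DMSO; incubation: 2 h enzyme incubation at 37 °C; signal: epi absorbance; measure: percent inhibition; benchmarks: high control without enzyme, low control DMSO plus TDP2; repeats: singlicate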
UHRF1 binding = UHRF1 methylated DNA binding inhibitors, primary screen, counter-screen for MBD2 inhibitor project, biochemical, TR-FRET, human UHRF1, single concentration | hit rate 0.75% among 370,000 | E3 ubiquitin-protein ligase UHRF1 (Homo sapiens), Q96T88 | AID 687016, 2013 | UHRF1 binding to methylated oligo | inhibition, % at 4.4 µM; in the data active = inhibition above about 21%;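 also: UHRF1 SRA domain binding a hemimethylated CpG hairpin DNA probe; 0% = median of test compound wells and 100% = reference inhibitor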
KLK7 zymogen act = proKLK7 zymogen activators, primary screen, biochemical, fluorescence intensity. Kallikrein-7 (Homo sapiens), P49862. purified proKLK7, EDANS-DABCYL substrate fluorescence; 100% is mature enzyme control, 0% vehicle. activation, % at 7 µM. hit rate 0.9% among 370,000. AID 652039, 2013;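 active = activation above the mean of all tested compounds plus 3 SD, computed per campaign excluding outliers beyond control limits, cut at about 13% in these data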
Target sequence (P49862 whole entry, looked up): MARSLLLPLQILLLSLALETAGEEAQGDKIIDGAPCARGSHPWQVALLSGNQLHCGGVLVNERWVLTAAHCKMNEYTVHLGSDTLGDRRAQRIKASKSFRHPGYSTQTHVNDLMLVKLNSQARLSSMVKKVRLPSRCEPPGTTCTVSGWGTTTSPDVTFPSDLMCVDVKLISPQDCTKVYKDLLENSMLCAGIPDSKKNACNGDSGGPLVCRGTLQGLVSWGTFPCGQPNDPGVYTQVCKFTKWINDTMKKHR
Tn6 DDE FP = inhibitors of Tn6 peptide binding to fibrin DD(E), primary screen, biochemical, fluorescence polarization, human fibrin, Tn6 probe. Fibrin DD(E) TRITC-Tn6 fluorescence polarization displacement. inhibition, % at 8.3 µM. hit rate 0.21% among 370,000. AID 720509, 2013;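 active = inhibition above a per-campaign cutoff: mean of compounds within control limits plus 3 SD, cut at about 15% in these data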;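 also: 0% = median of all compound wells on the plate and 100% = blocking peptide control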
Target sequence (P02675 whole entry, looked up): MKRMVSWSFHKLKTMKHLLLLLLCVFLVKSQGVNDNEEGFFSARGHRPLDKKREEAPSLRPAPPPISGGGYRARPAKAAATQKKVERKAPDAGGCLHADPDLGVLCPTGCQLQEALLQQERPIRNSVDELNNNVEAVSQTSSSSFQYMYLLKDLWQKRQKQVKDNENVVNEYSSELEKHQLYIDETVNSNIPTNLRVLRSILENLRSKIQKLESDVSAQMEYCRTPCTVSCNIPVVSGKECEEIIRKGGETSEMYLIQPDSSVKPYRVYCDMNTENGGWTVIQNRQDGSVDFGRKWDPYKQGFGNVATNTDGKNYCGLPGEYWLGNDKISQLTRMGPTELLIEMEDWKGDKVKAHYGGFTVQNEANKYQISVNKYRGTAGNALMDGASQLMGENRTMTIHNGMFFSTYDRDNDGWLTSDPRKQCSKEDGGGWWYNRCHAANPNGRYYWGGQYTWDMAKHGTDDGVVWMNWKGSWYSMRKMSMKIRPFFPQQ
Tn7 DDE FP = inhibitors of Tn7 peptide binding to fibrin DD(E), primary screen, biochemical, fluorescence polarization, human fibrin, Tn7 probe. FP displacement of FITC-Tn7 peptide from fibrin DD(E); 0% = median of compound wells per plate. inhibition, % at 8.3 µM. hit rate 0.13% among 370,000;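 active = inhibition above the mean of compounds falling within the control limits plus 3 SD of them, cut at about 14% in these data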;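 also: 0% = plate median of compound wells and 100% = 10 µM Aha-Tn7 peptide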
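Assay system: Human fibrin DD(E) protein | Medium: Tris buffer with calcium and detergent, pH 7.8 | Reagent: 0.1 µM fluorescent Tn7 | Compound dosing: Single point at 8.3 µM | Times: 10 min preincubation, 3 h with tracer, room temperature | Detection: Fluorescence polarization of the labelled Tn7 tracer | Controls: Aha-Tn7 high control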
SIAE primary = human SIAE inhibitors, primary screen, biochemical, fluorescence polarization, FP-Rh probe, 1536-well HTS. Sialate O-acetylesterase (Homo sapiens), Q9HAT2. SIAE FP-Rh probe binding. inhibition, % at 9.66 µM. hit rate 0.69% among 370,000. AID 1053197, 2014;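 active = inhibition above a cutoff: mean of compounds within the control limits plus 3 SD of those, cut at about 17% in these data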;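 also: 0% = plate median of compound wells and 100% = probe without SIAE protein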
LEDGF integ inh = blockers of LEDGF/p75-dependent integrase strand transfer – biochemical, TR-FRET, high throughput, primary screen; HIV-1 integrase (with human LEDGF/p75); TR-FRET IN-LEDGF/p75 DNA integration, Eu/Cy5; inhibition, % at 3.7 µM; hit rate 0.64% among 370,000;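 active = inhibition above the screen-wide mean plus 3 SD, cut at about 13% in these data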;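 also: signal is the Cy5 over europium emission ratio at 671 and 618 nm; 0% = plate median of compound wells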
MBD2 DNA inh = inhibitors of MBD2 binding to methylated DNA, primary screen, biochemical, TR-FRET, DNA-binding domain, human | MBD2 binding to methylated oligonucleotide | inhibition, % at 4.4 µM | AID 686964, 2013 | hit rate 0.31% among 370,000 | Methyl-CpG-binding domain protein 2 (Homo sapiens), Q9UBB5; in the data active = inhibition above about 13%
* hit, by the source's call; nt = no result given.

SMILES	PRMT1 inh	TCR CD3 inh	TDP2 inh	UHRF1 binding	KLK7 zymogen act	Tn6 DDE FP	Tn7 DDE FP	SIAE primary	LEDGF integ inh	MBD2 DNA inh
CC(=O)N1c2ccc(S(=O)(=O)N3CCC(C(=O)Nc4cccc(C)c4C)CC3)cc2CC1C (stereo not given)	-1	5	-18	0	1.0	10	2	-6	1	-1
CCCN(CCC)C(=O)c1cc(S(=O)(=O)N2CCCCC2)c[nH]1	2	-5	1	2	-0.3	2	5	-2	-4	4
CC1CCC2(CC1)NC(=O)N(CC(=O)N(Cc1ccccc1)C(C)(C)C)C2=O (stereo not given)	2	-10	-12	0	-0.6	4	-2	5	-3	2
O=C(c1ccncc1)c1ccc(N2CCN(C3CC(=O)N(Cc4cccs4)C3=O)CC2)cc1 (stereo not given)	3	-1	-12	-3	1.0	6	0	0	-6	-7
CN1C(=O)C(CC(=O)NC2CCCCC2)N(C)C1=O (stereo not given)	-3	10	13	0	0.1	-3	-3	3	1	4
CCOC(=O)c1c(/N=C/N(C)C)sc(C=O)c1-c1ccccc1	1	0	-7	3	0.4	2	1	1	2	0
Cc1c(Cl)c([N+](=O)[O-])nn1Cc1ccc(C(=O)Nc2ccc(Cl)cn2)o1	4	2	-10	1	0.1	-1	3	-5	-4	0
C/C(=N\OCC(=O)NC(C)C)c1cccs1	-5	5	-4	3	-0.2	1	-1	2	5	3
Cc1ccccc1C(=O)N(C)Cc1ccccc1	0	2	-2	1	-0.1	-4	0	-7	0	3
COC(=O)C1=NN(C(=O)c2ccc(Br)cc2)C(O)(C(C)(C)C)C1 (stereo not given)	-1	8	-9	-1	0.2	3	-7	-2	-2	0
O=S(=O)(Cc1cc(NCc2ccccc2)nc(-c2ccccn2)n1)c1ccccc1	-1	0	7	-3	1.0	-7	-9	-9	5	-4
Fc1cccc2sc(Nc3nnc(-c4ccccc4)o3)nc12	1	-1	-5	2	-3.0	4	6	-7	8	3
O=C(CCCOc1ccc(Cl)cc1Cl)NCCc1nnc2ccccn12	-5	7	-2	-1	-0.1	-10	-3	-1	1	1
O=C(O)CCCC(=O)NS(=O)(=O)c1ccc(Cl)cc1	1	3	2	12	0.4	1	-4	-2	1	3
COc1cc(C(=O)O/N=C(\N)c2cccc([N+](=O)[O-])c2)cc(OC)c1OC	3	-3	8	2	0.4	0	1	-2	2	-5

Quoted at random: five records from the list.
SMILES	PRMT1 inh	TCR CD3 inh	TDP2 inh	UHRF1 binding	KLK7 zymogen act	Tn6 DDE FP	Tn7 DDE FP	SIAE primary	LEDGF integ inh	MBD2 DNA inh
Cc1ccccc1C(=O)N(C)Cc1ccccc1	0	2	-2	1	-0.1	-4	0	-7	0	3
Fc1cccc2sc(Nc3nnc(-c4ccccc4)o3)nc12	1	-1	-5	2	-3.0	4	6	-7	8	3
CC(=O)N1c2ccc(S(=O)(=O)N3CCC(C(=O)Nc4cccc(C)c4C)CC3)cc2CC1C (stereo not given)	-1	5	-18	0	1.0	10	2	-6	1	-1
C/C(=N\OCC(=O)NC(C)C)c1cccs1	-5	5	-4	3	-0.2	1	-1	2	5	3
O=S(=O)(Cc1cc(NCc2ccccc2)nc(-c2ccccn2)n1)c1ccccc1	-1	0	7	-3	1.0	-7	-9	-9	5	-4

(list continues)
SMILES	PRMT1 inh	TCR CD3 inh	TDP2 inh	UHRF1 binding	KLK7 zymogen act	Tn6 DDE FP	Tn7 DDE FP	SIAE primary	LEDGF integ inh	MBD2 DNA inh
COc1ccc(OC)c2c(N3CC(C)OC(C)C3)cc(C(F)(F)F)nc12 (stereo not given)	-3	5	-3	7	15*	7	-8	0	1	1
CC(=O)NC(c1ccccc1)c1cccnc1 (stereo not given)	-1	0	-7	2	-1.0	1	4	2	2	7
CCN(CC)c1ccc(S(=O)(=O)N(CC)CC)cc1NC(=O)c1cccnc1	-1	3	2	-1	0.1	-1	8	3	0	-7
O=C1C2C3c4ccccc4C(c4ccccc43)C2C(=O)N1c1cccnc1 (stereo not given)	4	-3	-9	2	-0.3	0	10	1	-4	5
COCCn1c(=S)[nH]c2cc(OC)c(OC)cc2c1=O	-3	3	5	2	0.0	1	5	2	0	-6
COCCN(C(=O)CSc1nc2ccccc2s1)c1c(N)n(Cc2ccccc2)c(=O)[nH]c1=O	19	-10	2	-4	-1.2	-1	5	-26	-2	2
Cc1ccc(NC(=O)Cn2ncc3ccccc32)c(Cl)c1	1	-1	-6	2	0.0	-4	0	-3	-2	0
O=C(NC1CC1)c1sccc1-n1cccc1	2	-5	-4	2	-0.2	-6	7	9	1	-6
Cc1cc(C)n(-c2cccc(Cl)c2)c(=O)c1C#N	0	1	0	0	-0.8	5	2	-2	-1	3
COc1cccc(-n2c(SC)nnc2-c2c[nH]c3ccccc23)c1	1	2	1	0	0.0	-3	-1	-2	-2	5
CCn1c(SCC(=O)Nc2ccccc2-c2ccccc2)nnc1-c1ccc(C)cc1	7	nt	-7	2	0.2	-5	-2	1	-4	2
COc1ccc(C(=O)N2CCN(CCc3ccccn3)CC2)cc1	1	9	-14	0	0.7	0	0	3	2	1
CC1CN(C(=O)CCNC(=O)c2ccc(Br)cc2)CC(C)O1 (stereo not given)	0	4	15	1	0.2	-1	5	-1	1	1
COc1ccc(CCNC(=O)CSc2nc(N)c(C#N)c(-c3cccs3)c2C#N)cc1OC	0	-4	-23	10	22*	4	2	1	2	1
O=C(COc1ccc(Br)cc1Br)NC1CCCC1	3	0	-5	3	-0.6	-5	3	-7	0	1

Marked active in KLK7 zymogen act, of those listed so far:
| molecule | PRMT1 inh | TCR CD3 inh | TDP2 inh | KLK7 zymogen act | Tn6 DDE FP | Tn7 DDE FP | SIAE primary | LEDGF integ inh | MBD2 DNA inh |
| --- | --- | --- | --- | --- | --- | --- | --- | --- | --- |
| COc1ccc(OC)c2c(N3CC(C)OC(C)C3)cc(C(F)(F)F)nc12 (stereo not given) | -3 | 5 | -3 | 15* | 7 | -8 | 0 | 1 | 1 |
| COc1ccc(CCNC(=O)CSc2nc(N)c(C#N)c(-c3cccs3)c2C#N)cc1OC | 0 | -4 | -23 | 22* | 4 | 2 | 1 | 2 | 1 |

Remaining list, next part.
SMILES	PRMT1 inh	TCR CD3 inh	TDP2 inh	UHRF1 binding	KLK7 zymogen act	Tn6 DDE FP	Tn7 DDE FP	SIAE primary	LEDGF integ inh	MBD2 DNA inh
Cc1ccc(NC(=O)CN(C)C(=O)COC(=O)/C=C/c2cccs2)cc1	-5	3	-6	-2	0.0	2	2	-6	-1	3
Cc1cccc(OCC(=O)OCC(=O)c2c(N)n(C)c(=O)n(C)c2=O)c1	0	4	-16	4	-0.2	-1	2	-4	4	4
Brc1cc2c(cc1CSc1ncccn1)OCO2	2	-7	-3	3	-0.8	-5	-2	1	-1	1
CS(=O)(=O)N1CCC[C@]2(CC[C@H](CCC#N)O2)C1	-2	nt	2	-1	0.0	4	3	-2	1	0
N#CC12C(N)=NC3(OCCO3)C1(C#N)C1=C(CCC1)NC2c1ccccc1 (stereo not given)	2	-7	8	-6	4.4	-4	6	8	2	-1
COc1ccc(CC(=O)OCC(=O)NC2CCCCC2)cc1OC	1	8	-2	-2	0.4	-3	-8	5	-1	-4
O=C(O)Cn1c(CCS(=O)(=O)c2ccc(Br)cc2)nc2ccccc21	4	-4	-1	4	-0.8	8	8	29*	-8	3
CCC1CN(C(=O)Nc2ccc(C)cc2)c2cc(C)ccc2O1 (stereo not given)	-5	-2	-1	1	0.5	-8	9	13	5	-5
CC(C)CC1C(=O)N(Cc2cn(Cc3ccco3)nn2)CCS(=O)(=O)N1Cc1ccc(-c2ccc(Cl)c(Cl)c2)cc1 (stereo not given)	6	-5	6	-2	0.0	-5	0	-27	-1	-2
Cn1c2ccccc2c2ncn(CCCN3CCOCC3)c(=O)c21	-3	-4	0	-3	-0.3	10	3	8	3	3
Cc1cc(C)c(NC(=O)CSc2nc3ncc(Br)cc3[nH]2)c(Cl)c1	1	-7	20	1	-0.2	8	-1	-8	3	-6
N#Cc1nc(COc2ccccc2)oc1N1CCCCC1	-1	-3	7	1	0.1	0	5	-1	-2	1
CCOC(=O)C1=C[C@@H](c2ccccc2)N(S(=O)(=O)c2ccc(C)cc2)[C@H]1c1ccccc1Cl	4	-2	0	8	0.3	-4	-3	-3	6	7
Nc1ccc(-c2nc3cc(N)ccc3s2)cc1	2	2	13	-12	52*	-6	-3	2	1	-2
COc1ccc(OC)c(S(=O)(=O)NC(=O)C2(C)CCN2C(=O)Cc2ccc(Cl)cc2Cl)c1 (stereo not given)	-1	-5	-9	2	-0.4	-6	-1	-4	-4	-4
COc1cc(C2c3c(oc4ccccc4c3=O)C(=O)N2Cc2ccco2)ccc1O (stereo not given)	-2	4	1	1	-0.6	8	-4	5	1	-5
Cc1ccc(N2C(=O)c3ccccc3C2C(=O)c2ccc(C)c(C)c2O)cc1 (stereo not given)	3	7	-9	-2	0.7	0	5	-15	-5	-6
O=C(NNC(=O)c1ccc(-n2cncn2)c([N+](=O)[O-])c1)c1ccccc1	-4	3	6	-1	0.2	5	2	5	1	-3
Cc1cccc(NC(=O)COC(=O)[C@@H]2CCCN2C(=O)c2cccs2)c1	-1	-2	8	-1	0.1	1	8	-1	28*	4
